# IEC-6 cytotox: kills IEC-6 intestinal cells in KLF5 counter-screen | 290,000 tested, 0.78% active | IEC-6 cytotoxicity, luminescence viability | inhibition, % at 5 µM; in the data active = inhibition above about 22%;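 also: 0% = plate median of test compound wells and 100% = cytotoxic reference compound wells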
# TRPC6 activator: activators of mouse TRPC6 channel; Q61143; HEK293-TRPC6 membrane potential dye fluorescence; active compounds read high; B-score at 10 µM; 310,000 tested, 0.13% active; AID 2550;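 active = B-score of the integrated fluorescence ratio above library mean plus 3 SD, and starting fluorescence ratio within library mean plus 5 SD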;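 also: higher score means more depolarization so channel activation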
# Target sequence (Q61143 whole entry, looked up): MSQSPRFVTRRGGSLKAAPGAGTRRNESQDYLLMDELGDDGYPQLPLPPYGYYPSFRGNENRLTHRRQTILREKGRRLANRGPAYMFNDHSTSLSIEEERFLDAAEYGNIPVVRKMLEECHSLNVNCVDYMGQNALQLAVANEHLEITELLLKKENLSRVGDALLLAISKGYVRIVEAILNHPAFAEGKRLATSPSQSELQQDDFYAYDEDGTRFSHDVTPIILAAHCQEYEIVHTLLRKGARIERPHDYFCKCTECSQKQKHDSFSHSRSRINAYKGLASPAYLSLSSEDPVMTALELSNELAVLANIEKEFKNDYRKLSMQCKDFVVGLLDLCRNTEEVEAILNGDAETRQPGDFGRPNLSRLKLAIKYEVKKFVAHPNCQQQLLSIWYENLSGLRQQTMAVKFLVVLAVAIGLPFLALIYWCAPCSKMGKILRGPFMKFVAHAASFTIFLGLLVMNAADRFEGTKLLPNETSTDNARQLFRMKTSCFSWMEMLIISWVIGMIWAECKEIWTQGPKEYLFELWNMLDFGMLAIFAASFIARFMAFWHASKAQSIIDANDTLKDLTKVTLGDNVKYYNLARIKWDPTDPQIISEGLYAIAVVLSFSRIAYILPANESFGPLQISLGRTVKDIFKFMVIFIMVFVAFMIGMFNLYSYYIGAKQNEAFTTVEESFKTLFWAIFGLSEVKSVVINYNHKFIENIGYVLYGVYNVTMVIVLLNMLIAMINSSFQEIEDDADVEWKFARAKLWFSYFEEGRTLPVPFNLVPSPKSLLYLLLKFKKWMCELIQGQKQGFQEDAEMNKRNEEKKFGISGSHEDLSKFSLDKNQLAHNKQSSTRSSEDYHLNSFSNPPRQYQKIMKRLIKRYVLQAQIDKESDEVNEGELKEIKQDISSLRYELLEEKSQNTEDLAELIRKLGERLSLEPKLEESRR
# KLF5 inh: inhibitors of KLF5 expression. DLD-1 KLF5 promoter-luciferase reporter, luminescence. inhibition, % at 5 µM. 290,000 tested, 0.23% active. AID 1700;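 active = inhibition above a per-plate limit of that plate's mean compound inhibition plus 3 SD, cut at about 60% in these data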;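 also: 0% = DMSO wells and 100% = LY294002 at 200 µM; higher means less KLF5 promoter-driven luciferase light; inactives centre near -14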
# MrgX1 antagonist: antagonists of human MrgX1 receptor; MRGX1-HEK293 calcium flux, Fluo-4, BAM8-22 antagonism; active compounds read low; 310,000 tested, 1.3% active; Q96LB2; B-score at 10 µM;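 active = calcium-response B-score plate-corrected more than 3 library SD below zero, starting fluorescence within 5 deviations, no agonist response on first addition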;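 also: peak minus trough fluorescence over baseline after final BAM8-22 challenge near maximal dose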
# SKKanGAS inh: blocks kanamycin growth of S. pyogenes SKKanGAS strain; BacTiter-Glo, 6 h; inhibition, % at 7.5 µM; 300,000 tested, 1.3% active;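 active = mean replicate score, as percent of positive control median, at least 50; inconclusive = mean below 50 but one replicate at or above 50; inactive = mean and every replicate below 50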;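 also: strain carries kanamycin resistance gene driven by streptokinase promoter and grows in 40 µg/ml kanamycin; loss of luminescence reflects streptokinase promoter inhibition or plain growth inhibition; 0% = median of DMSO wells and 100% = positive control at its reference dose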
# TRPC4 PAM: allosterically enhances the mouse TRPC4 cation channel; HEK293 TRPC4beta/mu-opioid, DAMGO EC20, Fluo-4 Ca2+ flux; active compounds read high; Q9QUQ5; B-score at 10 µM; 310,000 tested, 0.42% active;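 active = B-score of calcium response area above 5 SD of library B-scores, with initial fluorescence ratio within 5 SD of library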;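 also: B-score of integrated fluorescence ratio over time as area under calcium response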
# TRPC4 block: TRPC4 (mouse) channel inhibition; Q9QUQ5; HEK293 TRPC4beta/mu-opioid, DAMGO-evoked Fluo4 calcium flux; active compounds read low; B-score at 10 µM; 300,000 tested, 0.39% active; AID 2247;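 active = B-score over 3 SD under the library average, no early fluorescence shift, positive overall ratio signal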
#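 test system = HEK293 cells with stable TRPC4beta plus mu-opioid receptor expression | detection = Fluo4 Ca2+ flux fluorescence | read-out = integrated fluorescence ratio relative to baseline, converted to per-well B score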
# HIF activator: HIF pathway transcriptional activation | U2OS HRE-luciferase reporter, luminescence; normalized: DMSO 0%, desferrioxamine 100% | activation, % at 7.5 µM (by protocol) | 300,000 tested, 0.32% active | AID 1910;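 active = mean activation of at least 10% of the iron chelator positive control signal, with at least half of replicates also reaching 10%; inconclusive = mean and replicate majority disagree about reaching 10%; inactive = mean and most replicates under 10%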
# aSyn UTR inh: MLPCN primary screen, SNCA 5' untranslated region | 300,000 tested, 0.82% active | inhibition, % (tested at 7.5 µM) | alpha-synuclein 5'UTR reporter, inhibitor activity; in the data active = inhibition above about 60%; inconclusive = no clear call, values can overlap the other calls;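 also: H4 neuroglioblastoma cells stably carrying SNCA 5'UTR luciferase fusion; 0% = DMSO wells and 100% = positive control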
# TRPC4 agonist: activators of mouse TRPC4 channel. B-score at 10 µM. 310,000 tested, 0.49% active. HEK293 TRPC4beta/mu-opioid, Fluo4 calcium fluorescence; active compounds read high. AID 2237;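 active = B-score above 5 SD of library B-scores, and initial fluorescence ratio not above library mean plus 5 SD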;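 also: positive B-score marks a calcium rise read as TRPC4 activation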
#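 Test system: HEK293 cells stably co-expressing mouse TRPC4beta and mu-opioid receptor | Schedule: Fluo4 dye loading 45 min at room temperature, 110 s recording | Measured by: Kinetic Fluo4 calcium fluorescence, 5 s baseline at 1 Hz | Evaluation: B score of integrated ratio | Controls: Buffer (low) and maximal DAMGO (high)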
# TRPC6 inh: mouse TRPC6 channel inhibition; AID 2553; 310,000 tested, 1.1% active; HEK293-TRPC6, membrane potential dye, ACh-evoked depolarization; active compounds read low; B-score at 10 µM;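 active = B-score under library mean minus 3 SD, initial fluorescence not abnormally high, positive integrated signal ratio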;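 also: B-score derived from integrated fluorescence ratio over the kinetic read; more negative B-score means stronger inhibition of depolarization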
# Active calls of the source: *; i = inactive; ? = inconclusive; · = no result given.
# Short forms – A = IEC-6 cytotox; B = TRPC6 activator; C = KLF5 inh; D = MrgX1 antagonist; E = SKKanGAS inh; F = TRPC4 PAM; G = TRPC4 block; H = HIF activator; I = aSyn UTR inh; J = TRPC4 agonist; K = TRPC6 inh
COC(=O)C1C(c2ccccc2)C(C(=O)N2CCN(C)CC2)C1c1ccccc1 (stereo not drawn)
  A: 7; B: i; C: 9; D: i; E: -9; F: i; G: i; H: -0.2; I: 13; J: 64*; K: i
O=C(O)c1cccc(C(=O)Nc2cccc(NC(=O)C3CCCO3)c2)c1 (stereo not drawn)
  A: -4; B: i; C: 9; D: i; E: -7; F: i; G: i; H: -2.0; I: 52; J: i; K: i
Fc1cccc(CN2CCSCC2)c1
  A: -1; B: i; C: -45; D: i; E: -2; F: i; G: i; H: -14; I: 2; J: i; K: i
Cc1[nH]c2ccccc2c1/C=N/NC(=O)c1ccc(N)cc1
  A: 3; B: i; C: -9; D: i; E: -3; F: i; G: i; H: -2.8; I: -4; J: i; K: i
CCOC(=O)N1CCN(C(=O)c2ccc(OCC)cc2)CC1
  A: 4; B: i; C: 4; D: i; E: -2; F: i; G: i; H: -0.1; I: -7; J: i; K: i
CN(C)S(=O)(=O)c1ccc(C(=O)Nc2ccc(CCC(=O)N3CCCC3)cc2)cc1
  A: 0; B: i; C: -2; D: ·; E: -1; F: i; G: i; H: 0.0; I: 22; J: i; K: i
CCOc1ccc(NC(=O)CN(C)S(=O)(=O)c2ccc(-c3ccc(=O)[nH]n3)s2)cc1
  A: 2; B: i; C: 9; D: i; E: 10; F: i; G: i; H: -0.5; I: 28; J: i; K: i
CCc1ccc(/C=C2\Oc3ccc(C(=O)OC)cc3C2=O)cc1
  A: -2; B: i; C: -51; D: i; E: -2; F: i; G: i; H: -0.3; I: -37; J: i; K: i
CCCCOCCCNS(=O)(=O)c1ccccc1
  A: -5; B: i; C: -9; D: i; E: -3; F: i; G: i; H: -0.1; I: 9; J: i; K: i
Cc1ccc(S(=O)(=O)N(C)c2ccc(OCc3cccc(C)c3)cc2)cc1
  A: -2; B: i; C: -37; D: i; E: -8; F: i; G: i; H: 0.3; I: -19; J: i; K: i
O=C(OCC(=O)N1CCN(C(=O)c2ccco2)CC1)c1ccccc1OCc1ccccc1
  A: -5; B: i; C: -9; D: i; E: -2; F: i; G: i; H: -0.2; I: 9; J: i; K: i
CCOCCCNC(=O)c1cc(Nc2ccc(OC)cc2OC)nc2ccccc12
  A: 0; B: i; C: -22; D: i; E: -2; F: i; G: i; H: 0.0; I: 9; J: i; K: i
O=C(NCC1CCCCC1)c1cccc(S(=O)(=O)NCc2cccnc2)c1
  A: 0; B: i; C: -16; D: i; E: -6; F: i; G: i; H: -0.2; I: -6; J: i; K: i
Cc1cccc(C(=O)Nc2ccc3c(c2)C(=O)NC3=O)c1
  A: -11; B: i; C: -46; D: i; E: -3; F: i; G: i; H: -0.1; I: 3; J: i; K: i
CCCCn1c(CCc2ccccc2)nc2cc3[nH]c(=O)c(C(C)C)nc3cc21
  A: -10; B: i; C: -20; D: i; E: 34; F: i; G: i; H: -1.4; I: 10; J: i; K: i
Cc1c(C)c2c(OCC(=O)NCc3cccnc3)cc3c(c2oc1=O)CCC(C)(C)O3
  A: -3; B: i; C: -19; D: i; E: 0; F: i; G: i; H: -0.1; I: 16; J: i; K: i
CCOC(=O)Nc1sc2c(c1C#N)CCCC2
  A: 8; B: i; C: -98; D: i; E: -3; F: i; G: i; H: 2.1; I: -123; J: i; K: i
COC(=O)Cn1c2[n+](c3ccccc31)CC(O)CS2 (stereo not drawn)
  A: 3; B: i; C: -33; D: i; E: 2; F: i; G: i; H: -0.7; I: 1; J: i; K: i
CCOc1ccccc1NC(=S)NCCc1ccccc1
  A: 0; B: i; C: -8; D: i; E: 5; F: i; G: i; H: 0.0; I: 9; J: i; K: i
C#Cc1ccc([C@H]2C=C(C(=O)OCC=C)O[C@@H](OCc3ccc(CO)cc3)C2)cc1
  A: ·; B: i; C: ·; D: i; E: 15; F: i; G: ·; H: -0.2; I: 0; J: i; K: i
Cc1nc(-c2ccc3c(c2)OCO3)cs1
  A: 5; B: i; C: -24; D: i; E: -7; F: i; G: i; H: 1.6; I: -40; J: i; K: i
Cc1ccc(N(CC(=O)NC2CCCC2)C(=O)Cn2nnc(-c3ccccc3F)n2)cc1
  A: 3; B: i; C: -10; D: i; E: 3; F: i; G: i; H: -0.4; I: 8; J: i; K: i
CC(C)(CNC(=O)c1cc2c(s1)CCCC2)N1CCOCC1
  A: ·; B: i; C: ·; D: i; E: 4; F: i; G: i; H: 0.4; I: 9; J: i; K: i
COc1ccc(NC(=O)C(C)N2c3cccc4cccc(c34)S2(=O)=O)c(OC)c1 (stereo not drawn)
  A: -1; B: i; C: -5; D: i; E: 2; F: i; G: i; H: 0.3; I: 3; J: i; K: i
CCC(C(=O)Nc1cc(F)ccc1F)n1nc(C)c2c(C)n(-c3ccc(C)cc3)nc2c1=O (stereo not drawn)
  A: -5; B: i; C: 10; D: i; E: 4; F: i; G: i; H: -0.5; I: 48; J: i; K: i
COc1ccc(C(CNC(=O)Nc2cccc(C)c2)N2CCN(C)CC2)cc1 (stereo not drawn)
  A: 1; B: i; C: -25; D: i; E: -2; F: i; G: i; H: 0.1; I: -10; J: i; K: i
COc1cccc(-n2c(Cc3cc(=O)[nH]c(=O)[nH]3)nnc2SC(C)C)c1
  A: 10; B: i; C: -10; D: i; E: -1; F: i; G: i; H: ·; I: 7; J: i; K: i
CC1CCN(CCCNS(=O)(=O)c2ccc3c(c2)CCN3C(=O)C2CC2)CC1
  A: 8; B: i; C: -1; D: i; E: -2; F: i; G: i; H: -0.5; I: 31; J: i; K: i
O=C(CNc1ccccc1)N/N=C/c1c[nH]c2ccccc12
  A: 0; B: i; C: -3; D: i; E: -1; F: i; G: i; H: -0.1; I: -24; J: i; K: i
COc1ccc(CCNS(=O)(=O)c2ccc(S(=O)(=O)N3CCCC3)cc2)cc1OC
  A: 6; B: i; C: 10; D: i; E: 5; F: i; G: i; H: 0.1; I: -5; J: i; K: i
Cc1ccc(C(=O)C(c2ccccc2)N2Cc3ccccc3C2=N)cc1 (stereo not drawn)
  A: -1; B: i; C: -6; D: i; E: ?; F: i; G: i; H: -0.2; I: -13; J: 210*; K: i
COc1ccc(-c2nnnn2C(C)C)cc1S(=O)(=O)Nc1ccccc1
  A: -5; B: i; C: -14; D: i; E: -10; F: i; G: i; H: -0.8; I: 2; J: i; K: i
CCOc1ccc(N2CC(C(=O)Nc3ncccc3C)CC2=O)cc1 (stereo not drawn)
  A: -4; B: i; C: -1; D: i; E: 4; F: i; G: i; H: -0.2; I: 7; J: i; K: i
C=CCn1c(Cc2cccs2)nnc1SCC(=O)Nc1cccc(OC)c1
  A: -5; B: i; C: 7; D: i; E: 3; F: i; G: i; H: 0.0; I: 9; J: i; K: i
COC(=O)c1ccccc1-c1ccc(C=O)o1
  A: 3; B: i; C: 3; D: i; E: -5; F: i; G: i; H: -0.2; I: -18; J: i; K: i
CSc1nc(C(=O)N2CCc3c([nH]c4ccccc34)C2c2ccccn2)cs1 (stereo not drawn)
  A: 8; B: i; C: -1; D: i; E: 1; F: i; G: i; H: 0.2; I: 5; J: i; K: i
O=S1(=O)N=C(Nc2ccc(N3CCOCC3)c(Cl)c2)c2ccccc21
  A: 8; B: i; C: -43; D: i; E: 50*; F: i; G: i; H: 3.5; I: -193; J: i; K: i
COc1ccc(-c2nnc(SC3CCOC3=O)n2C2CCCCC2)cc1OC (stereo not drawn)
  A: -4; B: i; C: 12; D: i; E: -9; F: i; G: i; H: 0.4; I: 15; J: i; K: i
CCCOc1ccc(N2C(=O)CC(N(CCc3ccc(OC)cc3)C(=O)/C=C/C(=O)O)C2=O)cc1 (stereo not drawn)
  A: 1; B: i; C: -15; D: i; E: 21; F: i; G: i; H: -0.2; I: -2; J: i; K: -10*
COC(=O)c1ccc(CC(=O)c2nc3ccccc3s2)cc1
  A: -6; B: i; C: 16; D: i; E: -3; F: i; G: i; H: ·; I: -63; J: i; K: i
COc1cc(/C=C2\C(=O)NN(c3ccc(C)cc3)C2=O)cc([N+](=O)[O-])c1O
  A: -14; B: i; C: -11; D: i; E: -2; F: i; G: i; H: -0.1; I: 22; J: i; K: i
COc1ccc(C(=O)NNC(=O)C(=O)Nc2ccc(C)cc2)cc1
  A: 15; B: i; C: -22; D: i; E: 3; F: i; G: i; H: 0.1; I: -18; J: i; K: i
O=C(OC(C(=O)Nc1ccc([N+](=O)[O-])cc1Br)c1ccccc1)c1ccccc1 (stereo not drawn)
  A: -4; B: i; C: -10; D: i; E: 5; F: i; G: i; H: -0.3; I: 37; J: i; K: i
Cc1ccc(CN2CCN(/N=C/C=C/c3ccccc3[N+](=O)[O-])CC2)cc1
  A: -1; B: i; C: -32; D: i; E: 1; F: 14*; G: i; H: -0.1; I: 8; J: i; K: i
COc1ccc(N2C(=O)CC(N3CCCCC3)C2=O)cc1 (stereo not drawn)
  A: 1; B: i; C: -8; D: i; E: -16; F: i; G: i; H: 1.0; I: 14; J: i; K: i

# Assay outcomes: PubChem BioAssay, several laboratories
